# V-ATPase pH – regulators of yeast V-ATPase proton pumping, primary screen, pHLuorin cytosolic pH fluorescence | response, % at 10 µM | AID 504577, 2011 | 350,000 compounds, 0.37% hits | S. cerevisiae; in the data active means response mostly above about 7.3%, no sharp cut-off; inactive means mostly below about 5.4%; further: actives read high; inactives centre near 0; some compounds called inactive have numbers as strong as hits
# DAGLB inhibitor – DAGLB lipase inhibitors, primary screen, biochemical, fluorescence, HTS; Diacylglycerol lipase-beta (Homo sapiens), Q8NCG7; HEK293T DAGLB membrane lysate, EnzChek fluorogenic substrate; inhibition, % at 5.17 µM; 340,000 compounds, 0.059% hits; AID 504411, 2011; in the data active means inhibition above about 34%;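 further: 0% = enzyme with vehicle and 100% = wells lacking enzyme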
# CAL PDZ FP-1 – CAL PDZ peptide-binding inhibitors, primary screen, biochemical, fluorescence polarization, Cer-tagged CAL PDZ, HTS. Golgi-associated PDZ and coiled-coil motif-containing protein (Homo sapiens), Q9HD26. purified CAL PDZ, TMR-peptide fluorescence polarization, 1 h. inhibition, % at 20 µM. 330,000 compounds, 0.02% hits. AID 504414, 2011;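 active means highest replicate inhibition of at least 40%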;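 further: plate controls were DMSO neutral control wells for no effect and unlabeled competitor peptide control wells for full effect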
#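 Read-out basis: mP drop reported as inhibition | Assay system: Tagged CAL PDZ protein CerCALP, purified | Benchmarks: Unlabelled peptide for full inhibition, DMSO wells as neutral | Schedule: 1 h incubation at room temperature before polarization reading | Buffer or medium: Sodium phosphate/NaCl buffer pH 7.4 with TCEP, IgG, Thesit | Doses: Single point, 20 µM | Measured by: Fluorescence polarization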
# DSG3 Ab inh – inhibitors of pemphigus antibody binding to DSG3, primary screen, biochemical, bead-based, flow cytometry, scFv-GFP; binding (percent of control), % at 10 µM; 310,000 compounds, 0.48% hits; AID 588358, 2011; DSG3-coupled beads, scFv-anti-DSG3-GFP binding; active compounds read low;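 active means binding more than 3 SD below its plate's average and above zero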;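 further: hits lower antibody fragment binding to DSG3; some compounds called inactive have numbers as strong as hits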
# Keap1 Nrf2 FP – Keap1-Nrf2 protein-protein interaction inhibitors, primary screen, biochemical, fluorescence polarization, single point. Keap1 Kelch-Nrf2 peptide fluorescence polarization, 1536-well. inhibition, % at 9.4 µM. AID 504523, 2011. 340,000 compounds, 0.15% hits; in the data active means inhibition above about 12%;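 further: human Keap1 Kelch domain with fluorescein labeled Nrf2 9mer peptide probe; 0% = neutral control wells and 100% = peptide positive control; higher means more block of Keap1 binding to Nrf2 peptide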
# Target sequence (Q14145 whole entry, looked up, the tested form may be a part): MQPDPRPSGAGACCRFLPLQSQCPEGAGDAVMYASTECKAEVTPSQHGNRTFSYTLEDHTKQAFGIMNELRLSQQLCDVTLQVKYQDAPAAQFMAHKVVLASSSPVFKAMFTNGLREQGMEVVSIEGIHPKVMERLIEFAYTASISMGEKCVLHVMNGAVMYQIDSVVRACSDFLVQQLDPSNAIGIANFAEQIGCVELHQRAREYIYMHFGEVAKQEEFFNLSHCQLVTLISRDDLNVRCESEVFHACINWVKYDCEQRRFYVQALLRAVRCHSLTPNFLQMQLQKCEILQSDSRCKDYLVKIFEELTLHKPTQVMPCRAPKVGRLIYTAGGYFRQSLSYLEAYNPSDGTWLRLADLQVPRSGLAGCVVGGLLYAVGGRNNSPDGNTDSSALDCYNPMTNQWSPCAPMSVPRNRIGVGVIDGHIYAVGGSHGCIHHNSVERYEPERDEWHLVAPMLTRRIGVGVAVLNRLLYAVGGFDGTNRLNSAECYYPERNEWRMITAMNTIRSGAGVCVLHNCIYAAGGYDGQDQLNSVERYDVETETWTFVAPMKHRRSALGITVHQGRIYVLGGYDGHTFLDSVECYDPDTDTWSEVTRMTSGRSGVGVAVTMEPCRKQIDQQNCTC
# NSD2 inh – NSD2 histone methyltransferase inhibitors, primary screen, biochemical, AlphaScreen, single concentration, set 2; inhibition, % at 12.5 µM; 310,000 compounds, 0.54% hits; NSD2 peptide methylation, 120 min; AID 743445, 2014; in the data active means inhibition above about 50%
# RTF Ca sens inh – cardiac RTF calcium sensitivity inhibitors, primary screen, biochemical, IANBD-TnC fluorescence, EC70 calcium | Troponin I, cardiac muscle (Homo sapiens) + Troponin T, cardiac muscle (Homo sapiens) + … | IANBD-labeled cardiac RTF, Ca2+ fluorescence | inhibition, % at 7.15 µM | 340,000 compounds, 0.12% hits;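 active means inhibition above the mean inhibition of all tested compounds plus 3 SD, cut at about 17% in these data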;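 further: assay run at fixed EC70 calcium of 1.6 mM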
# CAL PDZ FP-2 – untagged CAL PDZ binding inhibitors, primary screen, biochemical, fluorescence polarization, HTS. Golgi-associated PDZ and coiled-coil motif-containing protein (Homo sapiens), Q9HD26. purified CAL PDZ, TMR-peptide fluorescence polarization, 1 h. inhibition, % at 24.9 µM. 300,000 compounds, 0.92% hits. AID 602252, 2012;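 active means mean inhibition of at least 30% with at least half of replicates also reaching 30%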;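 further: 0% = DMSO neutral control and 100% = excess unlabeled competitor peptide PRC23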
# LANA DNA inh – inhibitors of KSHV C-LANA binding to DNA, primary screen, biochemical, fluorescence polarization, FAM-LBS DNA, MBP-C-LANA, single point; Kaposi's sarcoma herpesvirus LANA C-terminal domain (residues 932-1162) DNA binding; inhibition, % at 9 µM; 340,000 compounds, 0.078% hits;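 active means highest replicate inhibition at or above 60% at 9 µM, even if other replicates fall short; inactive means all replicates below 60% inhibition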;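 further: 0% = neutral control wells and 100% = 4 µM acridine orange control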
# Arr AP2 block – inhibitors of beta-arrestin/AP2 binding, primary screen, biochemical, GPCR trafficking, flow cytometry; beta-arrestin 1 C-terminal peptide binding to AP2 beta2-adaptin appendage (human); FITC-arrestin peptide / GST-AP2 beads; AP2 beta2 appendage carries R879A mutation; inhibition, % at 10 µM; 340,000 compounds, 0.31% hits; AID 504490, 2011;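 active means inhibition above a set limit, near 3 SD of compounds lacking own fluorescence, cut at about 54% in these data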;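 further: plate controls were DMSO wells for no effect and 5 µM unlabelled arrestin peptide for full effect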
#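 Test system: GST-tagged AP2 beta2-adaptin appendage (R879A) on 4 µm glutathione beads; also added: fluorescein-tagged arrestin peptide at 50 nM final; timing: 12 min plus 1 h, RT; signal: flow cytometry, FL1 (488/535 nm); read-out: percent drop in bead-associated FITC signal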
# * hit, by the source's call; x = no result given. This is a subset (hit frequency here may not be typical).
# Value order: V-ATPase pH	DAGLB inhibitor	CAL PDZ FP-1	DSG3 Ab inh	Keap1 Nrf2 FP	NSD2 inh	RTF Ca sens inh	CAL PDZ FP-2	LANA DNA inh	Arr AP2 block
Cc1ccc(-c2nnc(SCC(=O)NC3CC3)n2N)cc1
  0	4	-1.6	93	-3	-2	-8	-8	1.0	17
Cc1noc(C)c1COc1ccc(C(=O)OCC(=O)Nc2c(C)n(C)n(-c3ccccc3)c2=O)cc1
  4	-3	-3.6	96	2	-1	8	2	0.9	33
Cn1cc2c(=O)n(/N=C/c3ccccc3)cnc2n1
  1	-1	-0.9	90	-6	0	-3	1	1.2	-2
CC1CN(c2ncnc3c2c(-c2ccccc2)cn3-c2ccc(F)cc2)CC(C)O1 (configuration not stated)
  -1	-3	-0.7	108	-2	3	-19	2	-0.6	7
CCN(CC(=O)Nc1ccc(OC)cc1)C(=O)CCc1nc2ccccc2c(=O)[nH]1
  -1	-2	-1.6	101	-1	-2	-1	17	-0.4	23
COc1ccc(S(=O)(=O)N2CCC(C(=O)NC3CCCC3)CC2)cc1C
  5	-6	-1.5	x	-6	-6	8	9	-0.8	13
COc1ccc2c(c1)CCc1c(C(=O)NCc3ccc(F)cc3)noc1-2
  0	-6	1.0	88	-4	x	-9	x	0.1	-4
CCOC(=O)c1ncn2c1CN(C)C(=O)c1cc(F)ccc1-2
  1	-2	-0.6	112	-1	x	7	-4	0.1	5
CCc1ccccc1NC(=O)c1cnccn1
  0	-1	-1.9	91	-5	-10	-2	x	0.6	-2
O=S(=O)(NCCN1CCCC1)c1cccc2cccnc12
  0	0	0.1	105	0	x	-12	x	1.2	0
CNc1ccccc1C(C)(C)c1cc(-c2cccc([N+](=O)[O-])c2)no1
  0	-4	-0.4	103	-3	-1	-9	-1	-2.3	11
CCc1ccc2c(CN(C)Cc3ccc(OC(F)F)c(OC)c3)cc(=O)oc2c1
  6	-12	-0.2	93	-8	2	-18	1	-2.1	5
Cc1csc(NC(=O)Nc2ccc(Cl)cc2)n1
  -1	-1	-1.8	101	1	-2	0	0	-0.2	12
CC/C=C\C/C=C\C/C=C\CCCCCCCC(=O)O
  -4	4	-1.6	112	7	x	3	-3	49	6
COc1cccc(/C(O)=C2/C(=O)C(=O)N(c3cc(C)on3)C2c2cccs2)c1 (configuration not stated)
  -2	2	-1.7	81	-5	0	-9	-2	-1.2	3
O=C(COC(=O)C1CC(=O)N(Cc2ccccc2)C1)c1ccc(F)cc1 (configuration not stated)
  0	1	0.1	98	-3	1	-5	-4	1.2	1
O=C(NNC1=NC2(CCCC2)Cc2ccccc21)c1cccnc1
  1	-6	-1.7	105	0	-1	-1	2	0.7	0
Cc1ccc(CSc2nnc(CC(=O)Nc3ccc(C)cc3)n2C)cc1
  2	-1	-0.2	106	1	1	-7	-7	-0.7	-9
CN(CC(=O)Nc1ccccc1Br)C(=O)CCSc1ccc(F)cc1
  11	3	-1.8	101	-1	1	-13	0	0.2	27
COc1ccc(/C(N)=N/OC(=O)c2ccco2)cc1
  -8	-5	-0.4	108	-1	-8	-10	-2	0.7	2
CCc1cc2c(SCC(=O)NC(=O)c3cccn3C)ncnc2s1
  -5	-1	x	104	-6	-1	-13	3	0.1	19
OCc1ccccc1O[C@@H]1O[C@H](CO)[C@@H](O)[C@H](O)[C@H]1O
  -1	-1	0.1	x	-4	x	-3	4	-0.3	13
CC(C)=NNC(=O)c1c(O)c2ccccc2[nH]c1=O
  2	1	0.1	98	1	3	-6	4	-0.6	8
CC1(C)CC(=O)c2c(noc2-c2ccccc2)C1
  0	-4	0.5	100	-2	-4	7	-3	-0.4	8
CC(=O)Oc1ccc2c(=O)c(-c3nc4ccccc4s3)coc2c1
  -3	-1	-1.8	127	-6	x	-2	-4	0.8	14
Cc1nc(-c2ccc(S(=O)(=O)Nc3cc(S(=O)(=O)N(C)C)ccc3C)s2)cs1
  -1	-1	-0.6	113	4	-1	6	-2	0.1	8
O=C(Nc1cccc(S(=O)(=O)N2CCCCC2)c1)c1ccc(OCC2CCCO2)cc1 (configuration not stated)
  0	1	0.2	x	-4	-6	2	-5	0.3	2
Cc1c(C#N)c2ncnc(-c3ccccc3)c2n1-c1ccccc1
  -3	-4	-1.1	108	1	-4	-2	x	-0.5	-5
Cc1nc(S/C(=C\c2ccc(OCc3ccccc3Cl)cc2)C(=O)O)n[nH]1
  -2	3	-0.4	x	-6	-5	4	-2	1.7	4
COc1ccc(OC)c(Cc2nnc(CCC(=O)NC3CCCCC3)o2)c1
  -2	0	-2.0	103	-9	3	-7	7	-0.4	-6
C=CCNC(=O)Cc1ccc(S(=O)(=O)N2CCOCC2)s1
  2	1	-0.5	95	1	3	2	-4	0.9	0
CCCc1nc2ccc(NC(=O)c3ccco3)cc2c(=O)n1Cc1ccccc1Cl
  1	0	-3.4	100	-1	-2	-7	3	1.5	3
O=c1c(=O)n2c(nn1Cc1ccc(F)cc1)sc1ccccc12
  -6	1	0.1	108	3	-2	-5	x	1.0	18
COC(=O)c1ccccc1NC(=O)NCc1ccco1
  0	1	0.6	103	-2	0	-7	1	14	4
C/C(=C\c1cccs1)C(=O)c1c(C)cc(C)[nH]c1=O
  -3	3	-2.4	91	-2	-3	-5	1	-0.5	5
CC(C(=O)O)n1nc2ccccc2n1 (configuration not stated)
  4	1	-1.5	111	0	0	-15	0	0.5	-6
CC(C)(C)NC(=O)Cn1c(SCC(=O)N2CCCCCC2)nc2ccccc21
  5	2	-1.4	105	1	1	-15	-5	-1.8	0
CCn1c(Cn2nnc(-c3ccccc3)n2)nnc1SCC(=O)N1CCOCC1
  -10	0	0.4	98	2	-3	-16	-3	0.5	12
COCCNc1nnc(SCC(=O)NNC(=O)c2ccco2)s1
  -1	-1	-0.6	x	3	-5	-2	2	2.5	-2
CC/C(=N/OC(=O)c1cccc(C)c1)C(=O)c1cccs1
  -3	-16	0.0	103	-3	2	-10	0	1.0	4
O=C(CSc1nc2ccccc2o1)NC(=O)NCc1ccccc1
  -1	0	-0.4	106	-8	0	-11	-3	-1.6	-2
Cc1ccc(N(C)C(=O)N2CCN(S(=O)(=O)c3c(C)cc(C)cc3C)CC2)cc1
  2	-4	-0.7	97	-4	-1	-8	-5	-0.5	2
CN1CCN(C(=S)c2cn(Cc3cccc(F)c3)c3ccccc23)CC1
  1	-2	-1.5	100	-4	15	1	-7	-0.3	34
COC(=O)c1[nH]c2ccc(Cl)cc2c1NC(=O)c1ccccc1[N+](=O)[O-]
  3	0	-1.5	91	1	-1	-5	-2	1.1	13
O=C(CN(CC1CCCO1)C(=O)CNS(=O)(=O)c1ccc(Cl)cc1)NC1CCCC1 (configuration not stated)
  1	0	-2.2	x	-3	-2	-4	x	-0.6	-13
Cc1cc(/C=C2\NC(=S)N(C)C2=O)ccc1N1CCCC1
  -1	-105	-1.4	242	-62	-6	-234	-3	-11	4
CCOc1ccc(-c2nnc(NC(=O)CCCOc3cccc(C)c3)o2)cc1
  0	-7	x	100	4	x	2	-2	0.9	0
CCOc1ccccc1Nc1cc(C)c2cccc(C)c2n1
  0	-12	-1.2	112	0	-1	-7	x	0.3	29
Cc1cc(C)n(-c2ccc([N+](=O)[O-])cc2-c2nn[nH]n2)n1
  3	8	-3.6	99	3	23	-10	2	0.3	25
CC1CC(=O)c2cn3c(nc2C1)nc1ccccc13 (configuration not stated)
  -4	-1	-0.6	98	4	0	-4	-1	1.8	15
CCCS(=O)(=O)N1CCCC(C(=O)N2CCN(C(=O)OCC)CC2)C1 (configuration not stated)
  0	-1	-0.3	107	-2	-1	7	-2	-0.7	-3
CN(C)c1ccc(N=Nc2ccccc2C(=O)OCC(=O)NC2CCCC2)cc1
  -3	33	-2.4	93	-5	22	-2	3	0.3	5
COc1ccc2[nH]c(C(=O)O)c(NC(=O)c3ccccc3[N+](=O)[O-])c2c1
  1	2	-0.7	102	-2	-3	-8	-3	-12	-1
Cc1cccc(NC(=S)NNc2ncc(C(F)(F)F)cc2Cl)c1
  0	-2	0.1	106	0	-4	11	-2	-2.5	0
Nc1nonc1-n1nnc(C(=O)N/N=C/c2ccc(F)cc2)c1-c1ccc2c(c1)OCO2
  -2	3	-1.6	93	0	-2	-2	4	-0.7	19
CCn1c(C)nc2cc(S(=O)(=O)C(F)F)ccc21
  10	1	-2.7	100	-5	-1	-5	x	-2.4	2
COc1cc(Cl)c(C)cc1NC(=O)CN1CCCCCC1
  0	-4	-2.3	x	0	1	-5	-6	-0.2	18
Cc1ccccc1CSc1nc2[nH]ncc2c(=O)[nH]1
  4	0	-1.9	102	0	-2	-6	6	0.9	0
O=C(CN1CCN(Cc2ccccc2)CC1)NC(=O)NC1CCCCC1
  0	3	-0.3	67	-2	2	3	-3	6.5	8
CN(Cc1nnc(SCC(=O)NCCc2ccccc2)n1C)S(=O)(=O)c1ccccc1
  -1	1	-0.3	96	-2	2	5	-1	2.1	4
COCc1cc(=O)[nH]c(SCC(=O)c2ccccc2)n1
  3	0	-0.9	x	-5	-5	-10	1	-0.8	33

# Whole records as entered above. Order of screens: V-ATPase pH | DAGLB inhibitor | CAL PDZ FP-1 | DSG3 Ab inh | Keap1 Nrf2 FP | NSD2 inh | RTF Ca sens inh | CAL PDZ FP-2 | LANA DNA inh | Arr AP2 block
# COc1ccc2[nH]c(C(=O)O)c(NC(=O)c3ccccc3[N+](=O)[O-])c2c1 as listed: 1 | 2 | -0.7 | 102 | -2 | -3 | -8 | -3 | -12 | -1
# CCCS(=O)(=O)N1CCCC(C(=O)N2CCN(C(=O)OCC)CC2)C1 (configuration not stated) as listed: 0 | -1 | -0.3 | 107 | -2 | -1 | 7 | -2 | -0.7 | -3
